ALOX12 inh = ALOX12 (human) lipoxygenase inhibition | P18054 | purified 12hLO, xylenol orange hydroperoxide absorbance | Potency, µM (top dose mostly 108 µM), for the others: at the top dose activity change, negative = inhibition, actives largely listed as inhibitors | 580,000 compounds, 1.1% hits | AID 1671190; also: % is scaled to controls: 0 for no effect and ±100 for the full control effect
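Hydroperoxide product was detected by ferrous iron/xylenol orange as the 573 to 405 nm absorbance ratio. Arachidonic acid at 40 uM (final) was turned over for 30 min at room temperature by 150 nM human 12hLO, pH 7.0 Hepes buffer, after 15 min compound preincubation.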
mIDH1 inhibitor = inhibitors of human mutant IDH1 R132H | O75874 | IDH1-R132H enzyme, NADPH consumption, diaphorase/resazurin fluorescence | Potency, µM (doses to about 76.6 µM), for inactives: top-dose activity change, negative = inhibition, most hits filed as inhibitors | 390,000 compounds, 0.093% hits; also: % is scaled to controls: 0 for no effect and ±100 for the full control effect; nearly all actives have a fitted effect of over 65% in size
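IDH1-R132H (0.5 ug/mL) preincubated 30 min with compound, then NADPH (0.016 mM) and alpha-KG (2 mM) added; 80 min at RT, pH 7.5. Remaining NADPH coupled via diaphorase/resazurin to fluorescence (540/590 nm); concentration-response curves normalized to no-enzyme control.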
Vif-A3G inh = Vif-A3G binding inhibition | Q9HC16 | HeLa A3G-eYFP + Vif (tagged APOBEC3G with the HIV-1 protein that degrades it), YFP fluorescence, overnight | Potency, µM (titrated, usually from 46.1 µM), for the others: top-dose activity, negative = active, actives largely listed as inhibitors | 410,000 compounds, 0.076% hits | AID 602310;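 also: % is scaled to controls: 0 for no effect and ±100 for the full control effect; nearly all actives have a fitted effect of over 60% in size; hits raise eYFP signal because A3G escapes Vif-driven loss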
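HeLa cells stably expressing Vif and C-terminally eYFP-tagged A3G, seeded overnight at 37 deg C, then exposed to compound by pintool overnight at 37 deg C. Rise in yellow fluorescence (Ex 488/Em 500-530, Acumen) marks blocked Vif-driven A3G degradation.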
Vif-APOBEC3F blk = Vif-A3F binding inhibition; Potency, µM (highest dose often 46.1 µM), for inactives: at the highest dose activity, negative = active; 390,000 compounds, 0.2% hits; AID 602313; HeLa A3F-eYFP + Vif (tagged APOBEC3F with the HIV-1 protein that degrades it), YFP fluorescence increase; also: % of control where 0% means no effect; nearly all actives have a fitted effect of over 65% in size
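HeLa cells stably expressing Vif plus C-terminally eYFP-tagged A3F were seeded, incubated overnight at 37 deg C, dosed with compound, incubated overnight again at 37 deg C. Yellow fluorescence (Ex 488/Em 500-530) reported blocked Vif-mediated A3F-eYFP degradation.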
RGS4 inh = blocks human RGS4-accelerated GTP hydrolysis. P49798. Transcreener GDP fluorescence polarization, RGS4-accelerated GTP hydrolysis. Potency, µM (top dose mostly 114 µM), for inactives: top-dose activity change, negative = inhibition, hits mostly inhibitors. 390,000 compounds, 0.039% hits; also: % is scaled to controls: 0 for no effect and ±100 for the full control effect; nearly all actives have a fitted effect of over 75% in size; some results filed as inactive show a strong effect at the top dose
Target sequence (P49798 whole entry, looked up): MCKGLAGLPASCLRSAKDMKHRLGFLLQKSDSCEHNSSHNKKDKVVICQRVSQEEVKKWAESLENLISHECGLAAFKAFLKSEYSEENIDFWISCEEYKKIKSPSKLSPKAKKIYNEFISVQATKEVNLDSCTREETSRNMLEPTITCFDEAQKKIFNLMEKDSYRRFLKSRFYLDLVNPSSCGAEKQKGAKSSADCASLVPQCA
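MLSMR compounds (23 nl, pin-transferred) preincubated 10 min at room temperature with a 500nM (2x) first reagent, then RGS4 at 900nM (2x) plus Transcreener GDP mix added; fluorescence polarization (620/688 nm) read before and after 90 min at 30 °C.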
RXFP1 agonist = agonists of human relaxin receptor RXFP1 | Q9HBX9 | HEK293T-RXFP1 cAMP TR-FRET, 30 min; response scale: percent of porcine relaxin response, buffer zero | Potency, µM (top dose mostly 57.5 µM), inactives show top-dose activation, usual class: activators | 370,000 compounds, 0.3% hits | AID 2676; also: % is scaled to controls: 0 for no effect and ±100 for the full control effect; nearly all actives have a fitted effect of over 60% in size; many of its hits are not listed in these tables
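HEK293 cells stably expressing RXFP1, treated 30 min at 37C with compounds plus PDE4 inhibitor Ro 20174; cAMP measured by HTRF TR-FRET. Normalized to buffer and 29 nM porcine relaxin; EC50 by Hill fit.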
USP1-UAF1 inh = blocks the human USP1/UAF1 deubiquitinase complex; O94782; recombinant USP1/UAF1, Ub-Rhodamine cleavage fluorescence; Potency, µM (highest dose often 57.1 µM), for the others: at the top dose activity change, negative = inhibition, hits mostly inhibitors; 390,000 compounds, 0.23% hits; AID 743255; also: % is scaled to controls: 0 for no effect and ±100 for the full control effect; nearly all actives have a fitted effect of over 60% in size; inactives centre near -12
Target sequence (O94782 whole entry, looked up): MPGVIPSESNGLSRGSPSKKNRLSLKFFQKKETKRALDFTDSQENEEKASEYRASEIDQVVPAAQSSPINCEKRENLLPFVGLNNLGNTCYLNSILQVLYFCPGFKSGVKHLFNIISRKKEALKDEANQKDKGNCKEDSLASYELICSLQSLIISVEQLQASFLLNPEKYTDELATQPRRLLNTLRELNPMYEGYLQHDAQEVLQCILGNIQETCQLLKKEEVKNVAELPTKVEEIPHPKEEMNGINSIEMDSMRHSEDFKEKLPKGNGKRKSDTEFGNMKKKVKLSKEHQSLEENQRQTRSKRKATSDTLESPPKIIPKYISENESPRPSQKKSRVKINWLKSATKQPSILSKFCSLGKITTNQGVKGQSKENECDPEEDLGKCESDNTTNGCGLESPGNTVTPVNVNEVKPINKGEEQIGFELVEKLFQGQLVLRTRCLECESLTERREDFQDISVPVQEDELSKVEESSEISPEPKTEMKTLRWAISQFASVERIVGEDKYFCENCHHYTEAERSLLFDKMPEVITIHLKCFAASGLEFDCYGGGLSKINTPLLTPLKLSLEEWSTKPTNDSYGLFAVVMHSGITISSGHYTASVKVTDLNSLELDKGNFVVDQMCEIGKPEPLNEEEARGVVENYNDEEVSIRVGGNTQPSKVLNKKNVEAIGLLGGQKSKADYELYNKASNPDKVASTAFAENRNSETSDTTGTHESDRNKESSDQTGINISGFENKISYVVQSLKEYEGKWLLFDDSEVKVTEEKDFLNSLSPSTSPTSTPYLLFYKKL
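In this screen, compounds sit with the deubiquitinase complex (1nM) for 15 min at room temperature before Ub-Rho is added at 150nM final. Fluorescence rise is then followed for 6 reads every 60 seconds.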
TrxR1 substrate = is turned over as a substrate by rat TrxR1; Potency, µM (titrated, usually from 114 µM), without a hit: top-dose activity change, negative = substrate turnover; O89049; 390,000 compounds, 0.01% hits; purified TrxR1 substrate turnover, NADPH consumption readout; also: % is scaled to controls: 0 for no effect and ±100 for the full control effect; nearly all actives have a fitted effect of over 50% in size
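Rat TrxR1, dispensed at 90 nM, was prereduced with 400 uM NADPH (final) for 5 min at ~22 deg C, then incubated with compound 15 min before 400 uM selenite. A first-read NADPH fluorescence drop versus no-compound background flagged substrates.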
rTrxR1 inhibitor = rat TrxR1 inhibition. O89049. recombinant rTrxR1, NADPH fluorescence consumption, selenite substrate. Potency, µM (top dose mostly 114 µM), inactives show at the top dose activity change, negative = inhibition, actives largely listed as inhibitors. 390,000 compounds, 1% hits. AID 588453; also: % is scaled to controls: 0 for no effect and ±100 for the full control effect; nearly all actives have a fitted effect of over 65% in size
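Rat TrxR1 (90 nM in the dispensed reagent) was pre-reduced with 400 uM NADPH for 5 min at room temperature, then incubated with compound for 15 min. After 400 uM selenite was added, NADPH fluorescence (Ex 340/Em 450 nm) was followed for 8 min.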
Starred values were filed as active, the others as inactive; ? = inconclusive; nt = no result given; & = joins results of further samples; [ ] = dose if it differs, or a comment. Calls follow the shape of the dose curve; as a rule, active = well fitted curve in the direction sought with a large enough effect; inconclusive = small, poorly fitted or top-dose-only effect, or another doubt; inactive = no such curve, though single readings can be large; an effect the other way counts as inactive or inconclusive. Potency is read from the fitted curve at half-maximal effect.

SMILES	ALOX12 inh	mIDH1 inhibitor	Vif-A3G inh	Vif-APOBEC3F blk	RGS4 inh	RXFP1 agonist	USP1-UAF1 inh	TrxR1 substrate	rTrxR1 inhibitor
COc1cc(=O)n(C)c2c(OCC(O)C(C)(C)O)cccc12 (stereo not drawn)	2%	-2%	-3%	1%	1%	1.4%	-19%	1%	1%&17%
Cc1ccc(SCC(=O)Nc2nnc(C(C)(C)C)s2)cc1	-8%	-7%	2%	1%	-27%	0.9%	1%	-4%	24%
COc1ccc(N(Cc2ccccc2)S(=O)(=O)c2cc(C(=O)O)ccc2Cl)cc1	-15%	?	-22%	3%	-31%	0.1%	-11%	1%[57.1 µM]	0%[57.1 µM]
NC(=O)N1OCC2COc3ccc4ccccc4c3C21 (stereo not drawn)	422%[activator]	0%	-4%	-6%	3%	0.2%	3%	-12%	-8%
CCOC(=O)c1[nH]c(C)c(/C(O)=C2\C(=O)C(=O)N(CCN3CCOCC3)C2c2cccs2)c1C (stereo not drawn)	0%	1%	?	-4%	-11%	8.4%	-14%	-3%	-32%
Cc1oc(-c2ccc(Cl)cc2)nc1CN1CCCC(C(=O)NCc2cccnc2)C1 (stereo not drawn)	0%	8%	3%	-8%	-32%	0.7%	-15%	7%	6%
CCC1(c2ccccc2)NC(=O)N(CC(=O)NCCN2C(=O)S/C(=C\c3cccnc3)C2=O)C1=O (stereo not drawn)	-15%	0%	-1%	-11%	-33%	0.6%	-12%	-9%	-7%
Cc1ccc(NC(=O)N2CCCc3ccccc32)cc1	18%	18%	2%	-4%	8%	-1.9%	-13%	-8%	8%[57.1 µM]
Fc1ccccc1CSc1ccc(-c2ccco2)nn1	-10%	1%	0%	3%	-12%	5.0%	-1%	-5%[57.1 µM]	-52%
S=c1nccc(-c2cccs2)[nH]1	-13%	23%	-1%	6%	-45%	-1.8%	-16%	-9%	-21%[57.1 µM]
CCn1cc(CNC(=O)C2CCC(=O)N(Cc3ccc(Cl)cc3)C2)cn1 (stereo not drawn)	6%	5%	2%	-17%	26%	1.7%	-6%	3%	24%
O=C(N/N=C/c1cc(Br)cc(Cl)c1O)c1ccc2c(c1)OCO2	22µM*	3%	-3%	?	?	nt	-23%	-15%[57.1 µM]	27%[57.1 µM]
CCNC(=O)N1CCCC(C(=O)c2ccc(-c3ccccc3)cc2)C1 (stereo not drawn)	3%	2%	6%	3%	19%	3.7%	-18%	-6%	-7%
N/C(=N\OC(=O)c1ccc(Br)cc1)c1ccncc1	?	0%	-2%	-30%	-5%	-1.2%	-26%	4%	14%
Cc1cc(C)cc(C(=O)N(CCc2ccccc2)C2=CC3CCC(C2)N3C)c1 (stereo not drawn)	-12%	3%	-2%	-18%	-11%[11.4 µM]	-0.2%	-10%	4%	-1%
CC(=O)N1c2ccc(S(=O)(=O)N3CCCCCC3)cc2CC1C(=O)NCc1cccc(C)c1 (stereo not drawn)	-20%	22%	3%	8%	-2%	0.0%	-24%	-2%[57.1 µM]	8%[57.1 µM]
CC(C)NC(=O)C1CCN(C2CCN(Cc3ccc4cccc(F)c4n3)CC2)CC1	-5%	3%	0%	-13%	15%	-1.6%	-20%	-20%	12%
Cc1cc(C)cc(NC(=S)NCc2ccc(S(N)(=O)=O)cc2)c1	?	-2%	0%	0%	-21%	-1.0%	-3%	1%[57.1 µM]	10%[57.1 µM]
CC(C)(C)OC(=O)N1Cc2ccccc2C[C@H]1C(=O)NCC(=O)NC1CCCC1	0%	0%	7%	1%	11%	0.9%	2%	-4%	8%
CCSC1=N/C(=C/c2ccsc2)C(=O)N1c1ccccc1	?	8%	-8%	-5%	0%	-0.7%	-21%	-1%	-12%
CC1CCCCC1NC(=O)c1cccc(S(=O)(=O)N2CCN(Cc3ccccc3)CC2)c1 (stereo not drawn)	1%	1%	0%	-5%	2%	-0.1%	7%	-9%	7%
Cc1noc(C)c1S(=O)(=O)Nc1ccccc1Oc1ccccc1	0%	10%	-1%	-16%	-28%	-1.9%	0%	-4%	16%[57.1 µM]
CN(C(=O)COC(=O)c1ccc2c(c1)OCCO2)C1CCCCC1	-3%	-7%	2%	-10%	-33%	0.7%	-19%	4%	7%
CC(C)(C)OC(=O)NCc1ccc(NC(=O)c2nc[nH]c2C(=O)NCCN(CCNC(=O)c2[nH]cnc2C(=O)Nc2ccc(CNC(=O)OC(C)(C)C)cc2)CCNC(=O)c2[nH]cnc2C(=O)Nc2ccc(CNC(=O)OC(C)(C)C)cc2)cc1	16%	-23%	2%	6%	-22%	nt	-17%	6%[57.1 µM]	9%
CCOc1ccccc1NC(=S)N1CCN(c2ccccc2)CC1	8%	1%	-1%	-4%	4%	0.2%	-16%	2%	1%
O=C(Nc1nnc(N2CCCC2)s1)Nc1cc(F)ccc1F	?	-18%	0%	-18%	24%	0.1%	?	-4%	10%
CC(C)C(=O)Nc1ccc(-c2nc3cccnc3o2)cc1	8%	1%	-2%	-12%	-10%	2.3%	-14%	608%[activator]	15%
O=C(Nc1ccncc1)c1ccc(NS(=O)(=O)c2ccc3[nH]c(=O)[nH]c3c2)cc1	-5%	8%	0%	-4%	-19%	-1.6%	-11%	-10%	-23%
CCC1Oc2ccc(C)cc2N(CC(=O)NCc2ccc(F)cc2)C1=O (stereo not drawn)	-3%	10%	0%	3%	9%	-3.2%	7%	3%[57.1 µM]	8%[57.1 µM]
Cc1cc(C(=O)NCCN2CCCCC2C)n(-c2ccccc2)n1 (stereo not drawn)	-4%	13%	1%	1%	-21%	-0.1%	-27%	4%	1%
Cc1ccc2oc(-c3cc(NC(=O)c4ccc5c(c4)OCCO5)cc(C)c3O)nc2c1	4%	1%	-1%	3%	-6%	?	-20%	-2%	13%
Cc1nc2ncnn2c(C)c1CCC(=O)Nc1csc(N)n1	1%	0%	0%	0%	5%	3.4%	-12%	3%[57.1 µM]	-10%[57.1 µM]
COc1ccc(C(=O)NCCNC(=O)c2cc(OCC(F)(F)F)ccc2OCC(F)(F)F)cc1	278%[activator]	0%	-1%	-3%	-2%	2.6%	-8%	-1%	-3%
CC(C)[C@H](NC(=O)c1ccco1)C(=O)OCC(=O)Nc1ccc(Cl)c(S(=O)(=O)N(C)C)c1	16%	13%	-2%	-20%	39%	-2.0%	-21%	-2%	15%
Cc1ccc2nc(-c3cccs3)c(Nc3ccc4c(c3)OCCO4)n2c1	?	8%	-8%	0%	-6%	3.0%	-11%	8%	-6%
Cc1ccc(S(=O)(=O)Nn2c(O)c(C=C3N=c4ccccc4=N3)sc2=S)cc1	35µM*	-8%	-2%	-8%	-10%	-0.3%	-14%	-16%	?

Continued, overlapping the part above by 2 compounds.
SMILES	ALOX12 inh	mIDH1 inhibitor	Vif-A3G inh	Vif-APOBEC3F blk	RGS4 inh	RXFP1 agonist	USP1-UAF1 inh	TrxR1 substrate	rTrxR1 inhibitor
Cc1ccc2nc(-c3cccs3)c(Nc3ccc4c(c3)OCCO4)n2c1	?	8%	-8%	0%	-6%	3.0%	-11%	8%	-6%
Cc1ccc(S(=O)(=O)Nn2c(O)c(C=C3N=c4ccccc4=N3)sc2=S)cc1	35µM*	-8%	-2%	-8%	-10%	-0.3%	-14%	-16%	?
Cc1cccc(C2N(c3ccc(F)cc3)C(=O)C3CCCN32)c1 (stereo not drawn)	9%[57.4 µM]	14%	-1%	0%	8%	nt	-16%	5%[57.1 µM]	14%[57.1 µM]
O=C(COc1ccc(S(=O)(=O)NC2CCCCC2)cc1Cl)NCC1CCCO1 (stereo not drawn)	-2%	12%	-2%	0%	-23%	-0.2%	-10%	-26%[57.1 µM]	12%[57.1 µM]
COc1ccc(OCCC(=O)OCC(=O)NC(=O)NC2CCCCC2)cc1	-19%	-1%	-1%	-18%	-2%	0.5%	-2%	-10%	-7%
Cc1ccccc1OCC1CN(CN2CCOCC2)C(=O)O1 (stereo not drawn)	15%	10%	0%	-7%	1%	0.7%	-17%	-7%	-23%
Clc1ccc(NNc2ccnc3cc(Cl)ccc23)cc1	2%	-3%	2%	0%	-12%	3.6%	-27%	0%	11%
CCC(C(=O)NC1CCCC1)N(C(=O)c1snc(C(N)=O)c1N)c1ccc(OC)c(OC)c1 (stereo not drawn)	21%	-5%	2%	1%	7%	-0.1%	1%	-12%	8%[57.1 µM]
Cc1ccccc1S(=O)(=O)Cc1ccc(C(=O)N2CCN(c3ccc(F)cc3)CC2)o1	-12%	6%	0%	1%	-3%	-2.8%	-15%	-7%	-12%
COc1ccc(NC(=O)CSc2nccc(C)n2)cc1	0%	12%	1%	7%	1%	2.5%	-12%	2%[57.1 µM]	18%[57.1 µM]
Cc1ccc(-n2ncc3c2CC(C)(C)CC3NC(=O)CCN2CCCCC2=O)cc1 (stereo not drawn)	15%	10%	-2%	5%	6%	-1.6%	-6%	-8%	-10%
Cc1ccc(NC(=S)NCC2CCN(C(C)c3ccccc3)C2)cc1C (stereo not drawn)	-10%	5%	5%	-13%	11%	1.9%	-18%	2%	-22%
CCCOc1ccc(C2NC(=S)NC(C)=C2C(=O)c2ccccc2)cc1OC (stereo not drawn)	?	-8%	0%	2%	-21%[11.4 µM]	-1.0%	-6%	-14%	-7%

Not all compounds are listed; rates above refer to the full screens.
